Screening data as filed in PubChem.
CRFR2-BP antag = antagonists of CRF-binding protein/CRF-R2 receptor complex. HEK293 CRF-R2/CRF-BP, CRF-induced calcium fluorescence. inhibition, % at 11.8 µM. 350,000 compounds, 0.59% hits. AID 588475;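 active = inhibition of the ligand-induced calcium signal above about 50% at the single tested concentration, limit read from the data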
p-CIP stab down = lowers stability of the mouse p/CIP coactivator protein; F442A p/CIP-EGFP cells, EGFP fluorescence, 16 h; decrease of EGFP signal, % at 10 µM; 290,000 compounds, 0.01% hits;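 active = EGFP signal decrease of at least 30% at 10 µM or well 3 SD below plate mean, unless failing retest; inactive = the rest, including hits failing retest or dose response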; also: some compounds called inactive have numbers as strong as hits; many of its hits are not listed in these tables
IDE act = IDE (human) activation, cell-based; P14735; HEK cells, FAbeta-B cleavage, fluorescence polarization; 0% vehicle, 100% cell-free pure enzyme wells; activation, % at 5.96 µM; 340,000 compounds, 0.073% hits; AID 493087;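 active = activation above the mean of all tested compounds plus 3 SD, set per screening campaign, cut at about 17% in these data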
PHOSPHO1 inh = blocks human PHOSPHO1 phosphatase activity | inhibition, % at 13.3 µM | 290,000 compounds, 1.1% hits | Q8TCT1 | recombinant PHOSPHO1, absorbance phosphatase assay; in the data active = inhibition above about 60%
M4 PAM = positive allosteric modulators of human muscarinic M4 receptor; AID 624126; CHO-K1 hM4/Gqi5, Fluo-8 calcium fluorescence, ACh EC20; 0% = ACh EC20, 100% = maximal ACh; P08173; activation, % at 3 µM; 360,000 compounds, 0.4% hits;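 active = activation above its plate's cutoff, the mean activation of sample wells plus 3 SD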; also: some results filed as inactive read as strong as hits
CRFBP-R2 agonist = CRF-BP/CRF-R2 complex agonism; AID 588473; 350,000 compounds, 0.46% hits; HEK293 CRF-R2/CRF-BP, calcium dye fluorescence (FLIPR); percent of saturating CRF peptide response; activation, % at 13.2 µM;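 active = activation of at least 50%, plus an integration ratio under a set limit after plate pattern correction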;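 also: plate controls were neutral control wells without compound for no effect and CRF at EC100 for full effect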
GalR3 antag = blocks the human galanin receptor 3 | O60755 | HEK293 GalR3-CNG cAMP membrane potential fluorescence; galR3 body fused to GalR1 C-terminus | inhibition, % at 3 µM | 360,000 compounds, 0.44% hits | AID 651719;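 active = inhibition above the screen-wide average plus 3 SD, cut at about 13% in these data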;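 also: forskolin and galanin both at EC90 stimulate the cells; cAMP rise reported by CNG channel membrane potential dye signal; 0% = forskolin plus galanin with DMSO and 100% = forskolin alone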
Target sequence (O60755 1-299 limits assumed): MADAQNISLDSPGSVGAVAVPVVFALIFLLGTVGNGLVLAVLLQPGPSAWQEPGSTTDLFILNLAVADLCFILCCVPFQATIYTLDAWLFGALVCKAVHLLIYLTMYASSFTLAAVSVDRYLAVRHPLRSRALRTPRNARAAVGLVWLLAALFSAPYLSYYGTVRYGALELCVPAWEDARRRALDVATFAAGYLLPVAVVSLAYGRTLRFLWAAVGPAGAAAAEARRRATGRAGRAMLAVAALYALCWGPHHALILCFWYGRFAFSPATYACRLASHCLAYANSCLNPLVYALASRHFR
IDE cell inh = inhibits human insulin-degrading enzyme in HEK cells; 320,000 compounds, 0.41% hits; FAbetaB cleavage, fluorescence polarization; P14735; AID 434962; inhibition, % at 5.59 µM;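 active = percent inhibition above the average of all tested compounds plus 3 SD, set per screening campaign, cut at about 16% in these data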;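 also: IDE supplied by intact live HEK cells; FP after avidin binding of uncleaved biotin substrate so inhibition keeps polarization high; 0% = DMSO wells and 100% = 60 µM reference IDE inhibitor Ii1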
MEKK3 PB1 HTS = raises or lowers MEK5 binding to the human MEKK3 PB1 domain. bead-based flow cytometry, Alexa488-MEK5 binding to MEKK3; actives lie on both sides; 0 = blocked by unlabeled MEK5, 100 = vehicle. binding response (% of control), % at 10 µM. 290,000 compounds, 1.4% hits;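 active = binding response more than 3 SD above or below the average of its plate-row segment, actives on both sides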;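 also: Alexa488 bead fluorescence after subtracting the streptavidin-only scavenger bead signal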
Target sequence (Q99759 whole entry, looked up, the tested form may be a part): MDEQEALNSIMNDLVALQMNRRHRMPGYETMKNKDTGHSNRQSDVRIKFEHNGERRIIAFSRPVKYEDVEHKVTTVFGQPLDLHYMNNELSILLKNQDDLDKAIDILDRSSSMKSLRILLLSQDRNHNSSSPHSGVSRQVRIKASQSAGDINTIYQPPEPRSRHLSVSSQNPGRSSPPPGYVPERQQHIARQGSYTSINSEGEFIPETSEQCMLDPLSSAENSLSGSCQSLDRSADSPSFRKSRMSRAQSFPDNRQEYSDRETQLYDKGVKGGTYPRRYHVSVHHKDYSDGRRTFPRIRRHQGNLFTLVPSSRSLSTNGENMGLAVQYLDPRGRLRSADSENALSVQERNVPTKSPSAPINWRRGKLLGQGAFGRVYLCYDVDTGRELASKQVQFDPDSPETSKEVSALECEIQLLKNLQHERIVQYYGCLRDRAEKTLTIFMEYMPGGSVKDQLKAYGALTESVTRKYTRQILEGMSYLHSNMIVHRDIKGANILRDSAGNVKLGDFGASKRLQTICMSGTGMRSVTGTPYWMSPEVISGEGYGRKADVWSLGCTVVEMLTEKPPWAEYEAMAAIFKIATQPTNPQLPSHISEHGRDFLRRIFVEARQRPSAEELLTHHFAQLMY
* = called active by the depositor.

`COc1ccc(N2CCN(S(=O)(=O)c3ccc4c(c3)NC(=O)CC(=O)N4)CC2)cc1` gave CRFR2-BP antag 7, p-CIP stab down -7, IDE act -1, PHOSPHO1 inh 44, M4 PAM -2, CRFBP-R2 agonist 0.0, GalR3 antag -5, IDE cell inh -7 and MEKK3 PB1 HTS 99.
For CC(C)COC(=O)C(C#N)c1nc2ccccc2nc1N1CCN(Cc2ccccc2)CC1 (stereo unspecified) the results were CRFR2-BP antag -28, p-CIP stab down -1, IDE act 2, PHOSPHO1 inh 3, M4 PAM -10, CRFBP-R2 agonist 6.3, GalR3 antag -4, IDE cell inh 3 and MEKK3 PB1 HTS 104.
Screening c1cc(-c2nnc3n2CCCCC3)ccn1 returned CRFR2-BP antag 0, p-CIP stab down 1, IDE act 0, PHOSPHO1 inh -5, M4 PAM 4, CRFBP-R2 agonist -0.3, GalR3 antag -7, IDE cell inh 0 and MEKK3 PB1 HTS 102.
O=C(COc1ccccc1Cl)NCCCNC(=O)c1cnccn1 was read as CRFR2-BP antag 8, p-CIP stab down 5, IDE act 2, PHOSPHO1 inh -12, M4 PAM -6, CRFBP-R2 agonist -1.2, GalR3 antag -5, IDE cell inh 3 and MEKK3 PB1 HTS 96.
Screening CCOc1ncccc1C(=O)OCC(=O)NCc1ccc2c(c1)OCO2 returned CRFR2-BP antag -6, p-CIP stab down -42, IDE act 3, PHOSPHO1 inh 13, M4 PAM 1, CRFBP-R2 agonist -0.6, GalR3 antag -6, IDE cell inh 0 and MEKK3 PB1 HTS 88.
For COc1ccc(N=C2NC(=O)/C(=C\C=C\c3ccccc3)S2)cc1 the results were CRFR2-BP antag -9, p-CIP stab down -11, IDE act -2, PHOSPHO1 inh 0, M4 PAM -7, CRFBP-R2 agonist 4.0, GalR3 antag -3, IDE cell inh 0 and MEKK3 PB1 HTS 98.
For O=C(COC(=O)CSc1ccc2ccccc2c1Br)NC1CC1 the results were CRFR2-BP antag 9, p-CIP stab down -12, IDE act 2, PHOSPHO1 inh 1, M4 PAM -1, CRFBP-R2 agonist -1.1, GalR3 antag -1, IDE cell inh 1 and MEKK3 PB1 HTS 104.
CCOC(=O)c1cc2c(=O)n3ccccc3nc2n(Cc2ccccc2)c1=N was read as CRFR2-BP antag 7, p-CIP stab down 0, IDE act 2, PHOSPHO1 inh 4, M4 PAM -1, CRFBP-R2 agonist -1.1, GalR3 antag -3, IDE cell inh -3 and MEKK3 PB1 HTS 103.
Screening CC(O)CNc1nc2ccccc2n1-c1ncnc2sc3c(c12)CCC3 (stereo unspecified) returned CRFR2-BP antag -43, p-CIP stab down 2, IDE act 1, PHOSPHO1 inh -15, M4 PAM -8, CRFBP-R2 agonist -1.2, GalR3 antag -6, IDE cell inh 1 and MEKK3 PB1 HTS 101.
Screening COc1ccccc1C(=O)N1CCN(C2CCN(Cc3ccccc3)CC2)CC1 returned CRFR2-BP antag -1, p-CIP stab down -12, IDE act 4, PHOSPHO1 inh -79, M4 PAM -3, CRFBP-R2 agonist -1.2, GalR3 antag -4 and IDE cell inh 9.
`C=CCNc1nc(NCc2ccccc2)nc(OCC)n1` gave CRFR2-BP antag 15, p-CIP stab down 9, IDE act 4, PHOSPHO1 inh 19, M4 PAM -1, CRFBP-R2 agonist -1.8, GalR3 antag -7 and MEKK3 PB1 HTS 97.
CCCN=C1NC(=O)C(CC(=O)NCCc2ccccc2)S1 (stereo unspecified) was read as CRFR2-BP antag 5, p-CIP stab down -21, IDE act 1, PHOSPHO1 inh 28, M4 PAM -5, CRFBP-R2 agonist -1.4, GalR3 antag -1, IDE cell inh -3 and MEKK3 PB1 HTS 105.
For Cc1ccc(N=C2SC(C(=O)O)CC(=O)N2C)cc1C (stereo unspecified) the results were CRFR2-BP antag -14, p-CIP stab down -4, IDE act 0, PHOSPHO1 inh 36, M4 PAM 7, CRFBP-R2 agonist 0.2, GalR3 antag -3, IDE cell inh 0 and MEKK3 PB1 HTS 99.
For CCOC(=O)N1CCc2c(sc(NC(=O)CN3CCOCC3)c2C(=O)Nc2ccccc2)C1 the results were CRFR2-BP antag -13, p-CIP stab down -3, IDE act 0, PHOSPHO1 inh 42, M4 PAM 2, CRFBP-R2 agonist 0.2, GalR3 antag -3, IDE cell inh 9 and MEKK3 PB1 HTS 103.
For CCc1nnc(NC(=O)COc2ccc([N+](=O)[O-])cc2)s1 the results were CRFR2-BP antag -25, p-CIP stab down 2, IDE act 2, PHOSPHO1 inh 32, M4 PAM -1, CRFBP-R2 agonist 0.8, GalR3 antag 3, IDE cell inh 1 and MEKK3 PB1 HTS 109.
NNC(=O)CSc1nnc(-c2ccccc2)n1-c1ccccc1 was read as CRFR2-BP antag 0, p-CIP stab down 0, IDE act 2, M4 PAM 5, CRFBP-R2 agonist -2.1, GalR3 antag -13, IDE cell inh 5 and MEKK3 PB1 HTS 94.
Screening CN1CCN(c2ccc([N+](=O)[O-])cc2/C=N/NC(=O)c2cccc([N+](=O)[O-])c2)CC1 returned p-CIP stab down -1, PHOSPHO1 inh 2, GalR3 antag -4, IDE cell inh 9 and MEKK3 PB1 HTS 98.
For COc1ccc(NC(=S)NCc2ccco2)cc1 the results were CRFR2-BP antag 14, p-CIP stab down 1, IDE act -1, PHOSPHO1 inh 35, M4 PAM 7, CRFBP-R2 agonist -3.6, GalR3 antag -3 and IDE cell inh 1.
`COc1cc(CNCc2ccccn2)ccc1OCc1c(Cl)cccc1Cl` gave CRFR2-BP antag -23, p-CIP stab down -4, IDE act -5, PHOSPHO1 inh -4, M4 PAM -13, CRFBP-R2 agonist -1.0, GalR3 antag -14, IDE cell inh 3 and MEKK3 PB1 HTS 103.
For CC(NC(=O)C1CCCN(C(=O)N(C)C)C1)c1ccccc1 (stereo unspecified) the results were CRFR2-BP antag 10, p-CIP stab down -2, IDE act -5, PHOSPHO1 inh 14, M4 PAM 3, CRFBP-R2 agonist -2.1, GalR3 antag -6, IDE cell inh -4 and MEKK3 PB1 HTS 104.
For CSCCC(NC(=O)c1ccccc1)C(=O)N1CC=C(c2ccccc2)CC1 (stereo unspecified) the results were CRFR2-BP antag 14, p-CIP stab down -23, IDE act -6, PHOSPHO1 inh 24, M4 PAM 0, CRFBP-R2 agonist -0.4, GalR3 antag -5, IDE cell inh -4 and MEKK3 PB1 HTS 99.
CC(Sc1nc2ccccc2s1)C(=O)NC1CCCc2ccccc21 (stereo unspecified) was read as CRFR2-BP antag 10, p-CIP stab down -13, IDE act 0, PHOSPHO1 inh -19, M4 PAM -13, CRFBP-R2 agonist -1.7, GalR3 antag -6, IDE cell inh -1 and MEKK3 PB1 HTS 105.
Screening CCCCc1nc2sc3c(SCC(=O)NCc4ccco4)ncnc3c2c2c1CCC2 returned CRFR2-BP antag -4, p-CIP stab down -24, IDE act 8, PHOSPHO1 inh 29, M4 PAM -6, CRFBP-R2 agonist -0.8, GalR3 antag -4, IDE cell inh 7 and MEKK3 PB1 HTS 95.
Screening CCC(NC(=O)c1ccccc1NC(=O)c1ccccc1)C(=O)OC (stereo unspecified) returned CRFR2-BP antag -12, p-CIP stab down -5, IDE act -4, PHOSPHO1 inh -17, M4 PAM 5, CRFBP-R2 agonist -2.2, GalR3 antag -2, IDE cell inh 1 and MEKK3 PB1 HTS 101.
For O=C(CN1CCN(CCO)CC1)Nc1ccccc1 the results were CRFR2-BP antag -11, p-CIP stab down -7, IDE act 10, PHOSPHO1 inh -11, M4 PAM -2, CRFBP-R2 agonist -2.1, GalR3 antag -1, IDE cell inh 2 and MEKK3 PB1 HTS 100.
`CCOc1cc(/C=N/NC(=O)CN2CCCCC2)ccc1O` gave CRFR2-BP antag 27, p-CIP stab down -4, IDE act 4, PHOSPHO1 inh 24, M4 PAM 7, CRFBP-R2 agonist 0.4, GalR3 antag -5, IDE cell inh -2 and MEKK3 PB1 HTS 102.
`CCn1c2ccccc2c2cc(NC(=O)N3CCCCC3)ccc21` gave CRFR2-BP antag -9, M4 PAM -7, CRFBP-R2 agonist -4.0 and GalR3 antag -5.
O=C(NCCCN1CCOCC1)c1ccc(S(=O)(=O)N2CCOCC2)cc1 was read as CRFR2-BP antag -7, p-CIP stab down -8, IDE act -1, PHOSPHO1 inh 20, M4 PAM 8, CRFBP-R2 agonist -0.2, GalR3 antag -6, IDE cell inh 4 and MEKK3 PB1 HTS 103.
For CCCCC[C@@H]1C=C(C(=O)O)[C@H](c2ccc(Br)cc2)N1S(=O)(=O)c1ccc(C)cc1 the results were CRFR2-BP antag 40, IDE act -2, M4 PAM 9, CRFBP-R2 agonist -4.5, GalR3 antag -5 and IDE cell inh 3.
Screening COc1ccc(N=C2SCC(=O)N2c2ccc(OC)cc2)cc1 returned CRFR2-BP antag 1, p-CIP stab down -1, IDE act 4, PHOSPHO1 inh -3, M4 PAM -5, CRFBP-R2 agonist -0.8, GalR3 antag 1 and IDE cell inh -3.

Fetched by compound from the entries so far (2):
For CSCCC(NC(=O)c1ccccc1)C(=O)N1CC=C(c2ccccc2)CC1 (stereo unspecified) the results were CRFR2-BP antag 14, p-CIP stab down -23, IDE act -6, PHOSPHO1 inh 24, M4 PAM 0, CRFBP-R2 agonist -0.4, GalR3 antag -5, IDE cell inh -4 and MEKK3 PB1 HTS 99.
CC(Sc1nc2ccccc2s1)C(=O)NC1CCCc2ccccc21 (stereo unspecified) was read as CRFR2-BP antag 10, p-CIP stab down -13, IDE act 0, PHOSPHO1 inh -19, M4 PAM -13, CRFBP-R2 agonist -1.7, GalR3 antag -6, IDE cell inh -1 and MEKK3 PB1 HTS 105.

Next section
For CN(Cc1cn(-c2ccccc2)nc1-c1cc2ccccc2o1)C(=O)CCC(=O)O the results were CRFR2-BP antag -5, p-CIP stab down 2, IDE act -3, PHOSPHO1 inh 16, M4 PAM 2, CRFBP-R2 agonist 0.6, GalR3 antag -7, IDE cell inh 3 and MEKK3 PB1 HTS 111.
Screening O=C(Nc1nccs1)c1ccc(Br)s1 returned CRFR2-BP antag -14, p-CIP stab down -1, IDE act 4, PHOSPHO1 inh 12, M4 PAM -2, CRFBP-R2 agonist -2.3, GalR3 antag -1, IDE cell inh -4 and MEKK3 PB1 HTS 99.
Screening COC(=O)C1=C(C)NC(=O)NC1c1ccsc1 (stereo unspecified) returned CRFR2-BP antag -11, p-CIP stab down -13, IDE act 1, PHOSPHO1 inh 34, M4 PAM -4, CRFBP-R2 agonist 0.8, GalR3 antag -2, IDE cell inh 4 and MEKK3 PB1 HTS 98.
COc1ccc(OC)c(CNC(=O)C2CCCN(c3ncnc4c3nc3n4CCCCC3)C2)c1 (stereo unspecified) was read as CRFR2-BP antag -1, p-CIP stab down -2, IDE act 8, PHOSPHO1 inh 17, M4 PAM -2, CRFBP-R2 agonist 0.0, GalR3 antag -6, IDE cell inh 6 and MEKK3 PB1 HTS 100.
Cn1c(=O)c2c(nc(CN3CCN(Cc4ccccc4)CC3)n2CCN2CCOCC2)n(C)c1=O was read as CRFR2-BP antag -5, p-CIP stab down -7, IDE act 3, PHOSPHO1 inh -46, M4 PAM -2, CRFBP-R2 agonist -1.1, GalR3 antag 3, IDE cell inh 15 and MEKK3 PB1 HTS 97.
`O=C(CN1C(=O)c2ccccc2S1(=O)=O)NC1CCCC1` gave CRFR2-BP antag 26, p-CIP stab down -14, IDE act -1, PHOSPHO1 inh 22, M4 PAM 6, CRFBP-R2 agonist -1.6, GalR3 antag -8, IDE cell inh 1 and MEKK3 PB1 HTS 91.
For O=C1Nc2ccc3sc4ccccc4c3c2C1=O the results were CRFR2-BP antag -4, p-CIP stab down 5, PHOSPHO1 inh -20, M4 PAM -6, CRFBP-R2 agonist -1.0, GalR3 antag 9, IDE cell inh 2 and MEKK3 PB1 HTS 83.
